AMA1-RON2 inh: qHTS for Inhibitors of AMA1-RON; Towards Development of Antimalarial Drug Lead: Primary Screen; Plasmodium falciparum AMA1 (3D7) - RON2 peptide interaction; AlphaScreen AMA1-biotinylated RON2 peptide binding; Potency, µM (highest dose often 58.2 µM), without a hit: top-dose activity change, negative = inhibition, hits mostly inhibitors; actives 0.2% (n = 360,000);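 note: potency is the fitted concentration of half-maximal effect; 0% = vehicle wells and -100% = peptide control; nearly all actives have a fitted effect of over 45% in size; some results filed as inactive show a strong effect at the top dose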
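AMA1 (3D7) with his tag at 25 nM final met compounds first, then biotinylated RON2 peptide at 25 nM; detection used donor plus acceptor beads, 10 µg/mL apiece, read by AlphaScreen after 30 min at room temperature.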
LmPK inh: qHTS Assay for Inhibitors of Leishmania Mexicana Pyruvate Kinase (LmPK) | purified LmPK, Kinase-Glo ATP luminescence, 1 h | Q27686 | AID 1721, 2009 | actives 0.37% (n = 290,000) | Potency, µM (series often up to 57.5 µM), for the others: top-dose activity change, negative = inhibition, usual class: inhibitors; note: potency is the fitted concentration of half-maximal effect; % is set by controls: 0 for no effect and ±100 for the full control effect
Target sequence (Q27686 whole entry, looked up): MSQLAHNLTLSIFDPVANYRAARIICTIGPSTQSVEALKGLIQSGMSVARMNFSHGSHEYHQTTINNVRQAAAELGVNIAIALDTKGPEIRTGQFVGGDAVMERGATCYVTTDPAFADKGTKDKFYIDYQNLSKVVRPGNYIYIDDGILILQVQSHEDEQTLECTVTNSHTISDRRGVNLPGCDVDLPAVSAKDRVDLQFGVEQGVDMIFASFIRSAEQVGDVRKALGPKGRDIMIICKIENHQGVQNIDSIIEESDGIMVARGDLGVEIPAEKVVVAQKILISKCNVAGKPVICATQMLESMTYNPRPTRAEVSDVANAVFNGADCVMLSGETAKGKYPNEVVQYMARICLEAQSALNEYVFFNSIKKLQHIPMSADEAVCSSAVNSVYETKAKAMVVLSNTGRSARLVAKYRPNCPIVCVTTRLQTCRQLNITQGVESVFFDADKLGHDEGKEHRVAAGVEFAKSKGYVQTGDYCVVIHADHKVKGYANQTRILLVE
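ATP generated from ADP (0.1 mM) and PEP (0.5 mM) by 0.1 nM LmPK over 1 h at room temperature (pH 7.2 imidazole buffer) was detected by coupled luciferase luminescence. Values were normalized to uninhibited and no-enzyme wells.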
Shiga inhibitor: A qHTS for Small Molecule Inhibitors of Shiga Toxin. inhibition, % at 38.7 µM. actives 9.2% (n = 290,000). Vero cells, Shiga toxin protein synthesis inhibition reporter. AID 2315, 2010; in the data active = inhibition mostly above about 28%, no sharp cut-off; inactive = mostly below about 43%; note: 0% is about no effect
TbPYK inhibitor: qHTS of Trypanosoma Brucei Inhibitors | Potency, µM (top dose mostly 76.8 µM), for inactives: at the top dose activity, negative = inhibition, most hits filed as inhibitors | TbPYK enzyme, Kinase-Glo Plus ATP luminescence, 45 min | AID 624173, 2012 | pyruvate kinase (Trypanosoma brucei), Q57TT1 | actives 0.12% (n = 410,000); note: potency is the fitted concentration of half-maximal effect; % is set by controls: 0 for no effect and ±100 for the full control effect; nearly all actives have a fitted effect of over 50% in size
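Assay buffer: 50 mM TEA pH 7.2, 100 mM KCl, 10 mM MgCl2, 0.05% BSA, 0.01% Tween-20. Pyruvate kinase from T. brucei plus substrate met compound, then ADP (130 uM final). Luminescence was read post 45 min RT.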
Pf growth 96h: Primary qHTS for delayed death inhibitors of the malarial parasite plastid, 96 hour incubation. P. falciparum luciferase reporter growth, 96 h. Potency, µM (doses to about 28.7 µM), without a hit: top-dose activity change, negative = inhibition, actives largely listed as inhibitors. actives 6.9% (n = 320,000). AID 504834, 2011; note: potency is the fitted concentration of half-maximal effect; % is set by controls: 0 for no effect and ±100 for the full control effect
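Infected RBCs, 2% Hct / 0.05% parasitemia final; luciferase-reporter P. falciparum; cpd 96 h, 37 C, 5% CO2; luciferase detection reagent; luminescence.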
Pf growth 48h: Primary qHTS for delayed death inhibitors of the malarial parasite plastid, 48 hour incubation. P. falciparum luciferase growth in erythrocytes, 48 h. Potency, µM (doses to about 28.7 µM), without a hit: at the top dose activity change, negative = inhibition, most hits filed as inhibitors. actives 5.9% (n = 310,000); note: potency is the fitted concentration of half-maximal effect; % is set by controls: 0 for no effect and ±100 for the full control effect
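Erythrocytes infected with P. falciparum carrying an integrated firefly luciferase reporter (2% hematocrit, 0.1% parasitemia final) were exposed to compounds in RPMI 1640 with 0.5% Albumax at 37 C, 5% CO2. Growth inhibition was scored as reduced luminescence.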
CHX counter: Cycloheximide Counterscreen for Small Molecule Inhibitors of Shiga Toxin; cell reporter, cycloheximide protein synthesis inhibition counterscreen; max response, %; actives 12% (n = 300,000); in the data active = max response mostly above about 13%, no sharp cut-off; inactive = mostly below about 14%; note: read at 38.3 µM for the half of the compounds with a filed dose; 0% is about no effect
Active calls of the source: *; u = inconclusive; x = not tested or not shown; & = joins results of further samples; [ ] = dose if it differs, or a comment. Unless noted, calls come from the whole dose curve; as a rule, active = well fitted curve in the direction sought with a large enough effect; inconclusive = small, poorly fitted or top-dose-only effect, or another doubt; inactive = no such curve, though single readings can be large; an effect the other way counts as inactive or inconclusive.

Fields: AMA1-RON2 inh	LmPK inh	Shiga inhibitor	TbPYK inhibitor	Pf growth 96h	Pf growth 48h	CHX counter
COc1cc(C)c(Br)cc1S(=O)(=O)NCCN1CCOCC1
    2%	1%	5	-4%	17%	-37%[5.75 µM]	-1
O=C1CC(c2ccccc2Cl)C2=C(COC2=O)N1 (centres undefined)
    -3%	-2%	17	6%	27%	23%	-1
O=C(NC1CCCC1)C1C2C=CC3(CN(Cc4cccs4)C(=O)C13)O2 (centres undefined)
    -9%	0%	-14	-1%	2%	11%	-4
CN(c1nc(-c2ccc(Br)cc2)cs1)C1CCS(=O)(=O)C1 (centres undefined)
    -2%	7%	43	-23%	21%	130%[activator]	19*
COc1cccc(CC2(CO)CCCN(Cc3cn[nH]c3-c3ccccc3)C2)c1 (centres undefined)
    -13%	8%	-6	-9%	u	u	-2
COc1ccc(NC(=O)CN(C)C(=O)Cc2c[nH]c3ccccc23)cc1
    0%	x	x	3%	u	u	x
CC(C(=O)NCc1ccccc1)N1C(=O)CN(C)C(=O)c2ccccc21 (centres undefined)
    -11%	3%	29	1%	-2%	32%[activator]	1
Cn1ccnc1SCC(=O)Nc1cccc2ccccc12
    -5%	0%	25	3%	x	13%	39*
Cn1c(=O)c(-c2ccccc2[N+](=O)[O-])c(Cl)c2ccccc21
    -2%	0%	-7	5%	-36%	32%[activator]	-4
O=C(C1CCC(=O)N1Cc1ccccc1Cl)N1CCN(c2cccc(Cl)c2)CC1 (centres undefined)
    -5%	3%	-10	3%	0%	u	-4
O=c1c2ccccc2ncn1CCCCOc1ccc(Br)cc1
    1%	-1%	-5	3%	-32%[5.75 µM]	6%	-2
COc1ccc(CCN2C(=O)NC(NC(=O)C(C)(C)C)(C(F)(F)F)C2=O)cc1OC (centres undefined)
    -2%	2%	-11	34%	u	-2%	-4
O=C(NCc1ccco1)c1ccccc1NS(=O)(=O)c1ccc(Br)s1
    -7%	3%	-11	3%	u	35%[activator]	-2
Cc1ccc(S(=O)(=O)NC(C)(C)C)cc1C(=O)OC(C)C(=O)NC1CC1 (centres undefined)
    6%	x	x	-5%	-4%	-12%	x
O=C(O)c1ccccc1CSc1nnc2c(n1)[nH]c1ccccc12
    120%[activator]	-23%	17	u	8%	-5%	-3
Cc1ccc(NS(=O)(=O)c2ccc(NC(=O)CSc3ccc(Cl)cc3)cc2)c(C)c1
    9%	3%	-14	-6%	u	-1%	-3
CCN1CCN(C(=O)Cn2c(=O)sc3ccccc32)CC1
    -1%	-4%	11	0%	u	x	-3
Nc1nc(-c2ccccc2Br)cs1
    0%	1%	-29	3%	8%	16%	13
CCc1nnc(NC(=O)c2ccc(-c3ccc(C(C)=O)cc3)o2)s1
    8%	x	x	2%	u	-15%	x
CSc1nccc(NC(=O)c2ccc(C(C)(C)C)cc2)n1
    -7%	-1%	72*	2%	13%	27%	39*
COc1cccc(C(=O)Nc2cccc(-c3ccc(N4CCOCC4)nn3)c2)c1
    -13%	x	x	-8%	0%	79%[activator]	x
COc1ccccc1CNC(=O)c1cn(C)c2ccc(S(=O)(=O)N3CCCC3)cc2c1=O
    2%	-3%	5	-1%	u	u	-6
O=S(=O)(N/N=C/c1ccc2c(c1)OCO2)c1ccc(Br)cc1
    2%	0%	-25	-5%	14%	u	-1
COc1ccc(Nc2nc(C)nc3sc4c(c23)CCC4)cc1O
    -15%	1%	3	-4%	u	u	2
Cc1cc(OCC(=O)Nc2ncn[nH]2)ccc1Cl
    68%[activator]	x	x	-1%&-4%	1.9µM*	88%[activator]	x
C/C(=C\C(=O)C(F)(F)F)Nc1ccc(C)cc1
    4%	2%	-3	0%	11%	-11%	-3
COCCNC(=O)c1cccc(OC2CCN(Cc3cccc(SC)c3)CC2)c1
    -18%	2%	-8	0%	u	2%	1
CC(=O)c1cccc(NC(=O)COc2ccc3oc(=O)cc(C)c3c2)c1
    -19%	-7%	-3	4%	u	u	-2
Cc1[nH]nc2c1C(=O)CCC2
    13%	4%	-6	u	x	14%	1
CC(=O)c1cccc(NC(=O)c2ccoc2C)c1
    16%	-5%	25	-3%	-4%	24%	7
COC(=O)C1=C(C(=O)OC)C2(OC1c1ccccc1C)C(=O)c1ccccc1C2=O (centres undefined)
    -1%	0%	-14	2%	35%[activator]	u	0
CC(C)CN(C(=O)COC(=O)Cc1ccc(Cl)cc1)c1c(N)n(Cc2ccccc2)c(=O)[nH]c1=O
    -11%	x	x	1%	9%	u	x
Cc1sc2ncn(CC(=O)NCC(=O)N3CCN(c4ccccc4F)CC3)c(=O)c2c1C
    8%	0%	-4	-6%	7%	39%[activator]	1
COc1ccc(O)c(C(=O)c2cc(C#N)c(=O)n(-c3c(C)n(C)n(-c4ccccc4)c3=O)c2)c1
    -23%	-3%	-6	-5%	9.3µM*	u	22*
O=C(Nc1ccc(F)cc1F)N1CCC(c2nc3ccccc3o2)CC1
    -10%	2%	9	0%	110%[activator]	12%	-4
O=C(O)c1ccc(-n2nnnc2SCc2cccc(Br)c2)cc1
    0%	-1%	-3	1%	9%	28%	-2
COc1ccc(/C=N/NC(=O)CSc2nnc(CCCc3ccc(OC)c(C)c3)o2)cc1
    -5%	3%	23	-3%	1%[5.75 µM]	u	17
O=C(CSc1n[nH]c(=O)[nH]c1=O)Nc1cccc(S(=O)(=O)N2CCOCC2)c1
    -5%	-1%	3	0%	3%	5%	-3
Cc1cc(=O)oc2c3c(cc(OCC(=O)N[C@@H](Cc4ccccc4)C(=O)O)c12)OC(C)(C)CC3
    8%	-1%	-7	1%	u	-18%	0
COC(=O)CCc1c(C)[nH]c(C(=O)OCc2ccccc2)c1C
    u	5%	-2	-1%	13%	32%	10

Reprinted at random: 2 records from the list, in no set order.
Fields: AMA1-RON2 inh	LmPK inh	Shiga inhibitor	TbPYK inhibitor	Pf growth 96h	Pf growth 48h	CHX counter
COC(=O)CCc1c(C)[nH]c(C(=O)OCc2ccccc2)c1C
    u	5%	-2	-1%	13%	32%	10
O=C(CSc1n[nH]c(=O)[nH]c1=O)Nc1cccc(S(=O)(=O)N2CCOCC2)c1
    -5%	-1%	3	0%	3%	5%	-3

Other structures.
Fields: AMA1-RON2 inh	LmPK inh	Shiga inhibitor	TbPYK inhibitor	Pf growth 96h	Pf growth 48h	CHX counter
COc1ccc(-c2nc(=S)n3ccsc3n2)cc1OC
    3%	0%	13	-3%	24%	26%	8
c1ccc(-c2nc(-c3ccco3)n3ccccc23)cc1
    13%[11.6 µM]	2%	2	3%	-7%	0%	2
Cc1ccc(C)c(N2CCN(c3ccc(N4C(=O)COCC4=O)cc3[N+](=O)[O-])CC2)c1
    -3%	-1%	-1	-4%	-19%	1%	-2
Cc1cccc(/C=N/NC(=O)c2cc(C3CC3)nc3ccccc23)n1
    105%[activator]	8%	-9	-5%	20%	7%	-2
COc1ccccc1CNCC(=O)Nc1cc(S(=O)(=O)N2CCCCCC2)ccc1Cl
    43%[activator]	-5%	-6	23%	u	9.3µM*	5
CCN(C(=O)CN1C(=O)c2ccccc2S1(=O)=O)C1CCCCC1
    -4%	x	x	-5%	9%	u	x
CCOc1ccc(CCNC(=O)C(CCC(N)=O)NC(=O)OCc2ccccc2)cc1OCC (centres undefined)
    2%	3%	18	-2%	-27%	u	10
COc1ccc(NC(=O)C2CCCN(S(=O)(=O)c3ccc4c(c3)oc(=O)n4C)C2)cc1OC (centres undefined)
    -1%	6%	-12	-3%	u	x	-7
OC(COc1c(F)cc(Br)cc1F)CN1CCN(c2ccc(F)cc2)CC1 (centres undefined)
    -12%	2%	-5	-14%	2%	-13%	2
C=CCn1cc(C(=O)NCCOC)c(=O)c2cc(S(=O)(=O)N(CC)CC)ccc21
    -7%	-5%	1	1%	x	-19%	-1
CCN1CCN(c2nc(-c3ccncc3)nc3ccccc23)CC1
    x	-3%	-9	x	7.4µM*	9.3µM*	-4
CC(C)(C)C(=O)NCCCc1nc2ccccc2n1CCCOc1ccc(Cl)cc1
    -5%	0%	-9	-4%	30%[activator]	u	-4
COc1cc(Cl)c(C)cc1NC(=O)CSc1cc(Cl)ccc1Cl
    -17%	0%	-4	1%	u	-7%	-3
O=C(Nc1ccc(F)cc1)N1CCN(c2ccc(F)cc2)CC1
    9%	1%	-9	2%	u	u	2
CCn1c(-c2cc(-c3ccc(C)c(C)c3)nc3ccccc23)n[nH]c1=S
    x	-3%	81*	x	3.7µM*	4.1µM*	26*
CCN(CC)CC#Cc1ccc(C)cc1
    -11%	-2%	29	-1%	20%	14%	-1
COc1ccc(NC(=S)Nc2cccc3ccccc23)cc1OC
    79%[activator]	5%	18	1%	u	u	30*
COc1ccccc1CNC(=O)COC(=O)Cc1cccs1
    -3%	4%	-11	-5%	-3%	7%	7
Cc1occc1C(=O)N/N=C/c1ccc(N(C)C)cc1
    -11%	10µM*	35	u	98%[activator]	267%[activator]	22*
CC1(C)C(=O)Nc2ccccc2N1C(=O)c1ccc([N+](=O)[O-])cc1
    -16%	-6%	-2	-26%	u	u	0
O=C(CN1c2ccccc2S(=O)(=O)c2ccccc21)NCc1ccc(F)cc1
    -2%	-5%	-3	5%	u	-23%	-5
COc1ccc(-c2cc(C(=O)OCC(=O)c3c(N)n(C)c(=O)n(C)c3=O)c3ccccc3n2)cc1
    3%	4%	3	-1%	40%	21%	-2
O=C(CN1CCN(C2CCCCC2)CC1)Nc1ccccc1-c1ccccc1
    -20%	-6%	-10	3%	u	u	-5
CCN1/C(=C/c2ccc3cc(C)ccc3[n+]2C)Sc2ccc3sccc3c21
    -13%	-11%	-3	-12%	-1%	u	-5
CC(Cc1ccsc1)NC(=O)CCc1nnc(COc2ccccc2)o1 (centres undefined)
    40%[activator]	6%	18	-11%	28%	0%	19*
COc1cc(CCN2C(=O)N[C@@H](c3cccc(C(F)(F)F)c3)C(C(C)=O)=C2C)cc(OC)c1OC
    x	16%	3	x	10µM*	13µM*	-1
CCCc1cc(=O)[nH]c(SCC(=O)NCCCC(=O)OCC)n1
    14%	-8%	-15	-1%	u	-47%	7
COc1ccccc1N1CCN(C(=O)CNS(=O)(=O)c2ccc(Br)s2)CC1
    7%	1%	-6	2%&3%	24%	-6%	9

A second format for part of the listing above:
molecule	AMA1-RON2 inh	LmPK inh	Shiga inhibitor	TbPYK inhibitor	Pf growth 96h	Pf growth 48h	CHX counter
O=C(CN1CCN(C2CCCCC2)CC1)Nc1ccccc1-c1ccccc1	-20%	-6%	-10	3%	u	u	-5
CCN1/C(=C/c2ccc3cc(C)ccc3[n+]2C)Sc2ccc3sccc3c21	-13%	-11%	-3	-12%	-1%	u	-5

Screens: PubChem BioAssay, National Center for Advancing Translational Sciences (NCATS)
